Compound activity as filed in PubChem BioAssay.
mHTT CaM bind = inhibitors of human mutant huntingtin-calmodulin interaction | AlphaScreen His-mHTT/GST-CaM binding, luminescence | inhibition, % at 15 µM | 190,000 compounds, 3.6% hits | AID 1671202;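 note: 0% = both proteins with DMSO and 100% = one protein alone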
Target sequence (P42858 whole entry, looked up, stated change not applied): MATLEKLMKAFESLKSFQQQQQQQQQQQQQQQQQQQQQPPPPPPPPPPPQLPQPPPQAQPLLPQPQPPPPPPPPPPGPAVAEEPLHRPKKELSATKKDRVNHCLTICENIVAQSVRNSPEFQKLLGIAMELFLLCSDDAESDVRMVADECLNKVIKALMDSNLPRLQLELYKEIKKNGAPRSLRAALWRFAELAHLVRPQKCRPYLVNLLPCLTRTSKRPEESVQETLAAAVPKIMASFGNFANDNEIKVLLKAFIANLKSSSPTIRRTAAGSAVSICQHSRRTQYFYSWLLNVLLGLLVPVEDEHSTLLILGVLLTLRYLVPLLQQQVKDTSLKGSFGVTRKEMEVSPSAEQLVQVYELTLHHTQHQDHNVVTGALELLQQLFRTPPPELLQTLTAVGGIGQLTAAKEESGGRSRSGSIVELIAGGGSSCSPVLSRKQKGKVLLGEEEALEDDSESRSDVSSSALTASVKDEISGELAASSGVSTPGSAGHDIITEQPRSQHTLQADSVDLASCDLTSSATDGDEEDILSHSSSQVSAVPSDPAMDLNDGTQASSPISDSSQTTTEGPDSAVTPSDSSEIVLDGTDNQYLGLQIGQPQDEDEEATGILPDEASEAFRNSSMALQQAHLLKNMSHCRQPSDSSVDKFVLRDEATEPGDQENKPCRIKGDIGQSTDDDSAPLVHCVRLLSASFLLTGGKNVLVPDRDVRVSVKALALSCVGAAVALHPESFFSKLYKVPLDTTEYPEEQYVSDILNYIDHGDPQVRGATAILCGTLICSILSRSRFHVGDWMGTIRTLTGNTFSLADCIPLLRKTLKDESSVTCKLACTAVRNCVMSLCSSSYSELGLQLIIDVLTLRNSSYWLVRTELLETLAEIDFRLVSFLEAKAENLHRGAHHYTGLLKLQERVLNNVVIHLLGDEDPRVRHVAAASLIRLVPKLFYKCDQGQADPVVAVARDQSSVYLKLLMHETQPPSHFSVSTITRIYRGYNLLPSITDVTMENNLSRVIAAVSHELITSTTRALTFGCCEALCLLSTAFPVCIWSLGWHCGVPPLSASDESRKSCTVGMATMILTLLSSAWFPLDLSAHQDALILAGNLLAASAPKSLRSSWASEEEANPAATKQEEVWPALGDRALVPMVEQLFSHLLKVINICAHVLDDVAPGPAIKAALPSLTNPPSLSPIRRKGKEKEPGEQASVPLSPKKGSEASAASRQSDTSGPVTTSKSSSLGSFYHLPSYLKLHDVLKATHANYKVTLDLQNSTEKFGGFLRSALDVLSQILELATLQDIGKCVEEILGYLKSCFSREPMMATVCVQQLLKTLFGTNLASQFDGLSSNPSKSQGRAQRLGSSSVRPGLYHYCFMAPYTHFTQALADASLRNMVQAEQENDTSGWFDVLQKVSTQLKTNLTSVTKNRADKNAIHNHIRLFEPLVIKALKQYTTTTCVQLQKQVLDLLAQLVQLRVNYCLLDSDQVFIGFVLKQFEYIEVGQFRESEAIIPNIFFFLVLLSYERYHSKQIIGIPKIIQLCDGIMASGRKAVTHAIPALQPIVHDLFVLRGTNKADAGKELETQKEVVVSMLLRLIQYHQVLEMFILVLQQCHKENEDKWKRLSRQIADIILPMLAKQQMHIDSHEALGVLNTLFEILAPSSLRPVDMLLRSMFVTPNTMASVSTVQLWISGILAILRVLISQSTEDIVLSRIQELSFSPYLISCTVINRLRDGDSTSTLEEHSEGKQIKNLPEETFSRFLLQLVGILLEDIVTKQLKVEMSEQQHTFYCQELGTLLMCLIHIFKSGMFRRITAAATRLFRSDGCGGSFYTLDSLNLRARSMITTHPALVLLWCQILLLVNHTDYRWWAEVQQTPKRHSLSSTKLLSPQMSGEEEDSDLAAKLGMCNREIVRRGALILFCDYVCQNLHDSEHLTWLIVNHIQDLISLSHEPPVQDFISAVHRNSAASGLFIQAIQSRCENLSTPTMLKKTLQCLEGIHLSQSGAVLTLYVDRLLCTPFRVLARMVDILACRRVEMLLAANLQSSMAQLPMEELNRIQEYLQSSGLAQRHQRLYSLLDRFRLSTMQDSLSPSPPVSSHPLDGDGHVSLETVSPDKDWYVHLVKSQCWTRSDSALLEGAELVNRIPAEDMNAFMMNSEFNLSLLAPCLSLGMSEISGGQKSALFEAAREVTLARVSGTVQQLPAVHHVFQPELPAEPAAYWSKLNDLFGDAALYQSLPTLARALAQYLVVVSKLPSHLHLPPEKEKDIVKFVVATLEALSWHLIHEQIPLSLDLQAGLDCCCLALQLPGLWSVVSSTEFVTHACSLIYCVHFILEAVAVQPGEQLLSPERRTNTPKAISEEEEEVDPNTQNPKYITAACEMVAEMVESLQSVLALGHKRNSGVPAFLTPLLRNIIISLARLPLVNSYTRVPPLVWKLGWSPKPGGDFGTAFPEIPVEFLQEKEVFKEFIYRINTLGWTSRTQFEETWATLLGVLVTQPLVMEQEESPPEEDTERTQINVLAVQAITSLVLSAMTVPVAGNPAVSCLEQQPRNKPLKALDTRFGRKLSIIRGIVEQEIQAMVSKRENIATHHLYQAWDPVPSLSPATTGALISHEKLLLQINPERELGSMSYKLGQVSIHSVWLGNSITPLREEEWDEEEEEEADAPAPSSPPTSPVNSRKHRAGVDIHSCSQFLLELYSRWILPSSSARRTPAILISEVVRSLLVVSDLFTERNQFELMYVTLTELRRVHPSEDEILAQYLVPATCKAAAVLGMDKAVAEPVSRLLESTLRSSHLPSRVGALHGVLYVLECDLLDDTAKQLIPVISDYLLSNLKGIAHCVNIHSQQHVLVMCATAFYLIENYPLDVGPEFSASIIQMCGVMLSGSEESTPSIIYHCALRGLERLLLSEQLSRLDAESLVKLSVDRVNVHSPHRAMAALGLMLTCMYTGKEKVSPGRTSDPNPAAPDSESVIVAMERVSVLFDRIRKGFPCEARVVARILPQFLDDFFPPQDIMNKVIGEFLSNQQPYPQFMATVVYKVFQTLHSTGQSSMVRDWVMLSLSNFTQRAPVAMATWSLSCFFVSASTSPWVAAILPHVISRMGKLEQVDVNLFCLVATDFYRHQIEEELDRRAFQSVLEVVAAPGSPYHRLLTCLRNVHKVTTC
Pf apPOL block = Pf-apPOL DNA polymerase inhibition. Recombinant Pf-apPOL, molecular beacon fluorescence, 1.5 h. inhibition, % at 10 µM. 210,000 compounds, 0.25% hits. AID 1794808
The depositor's hits bear a star; & = joins results of further samples. Cut-off read from the data, not from the text of the source: active = inhibition above about 50%; inactive = the rest. Only part of the results is shown; count on the stated rates, not on these rows.

COc1ccc2c(CN3CCOCC3)cc(=O)oc2c1 was read as mHTT CaM bind -12 and Pf apPOL block -3.
COC(=O)c1ccc(CN2CCCC2c2c(C)noc2C)cc1 (centres undefined) was read as mHTT CaM bind -19 and Pf apPOL block 0.
CC(=O)Nc1ccc(N2C(=O)CC(NC3CCCCCC3)C2=O)cc1 (centres undefined) was read as mHTT CaM bind 5 and Pf apPOL block -5.
Screening Cc1[nH]nc(Nc2ccc(Br)cc2)c1[N+](=O)[O-] returned mHTT CaM bind 14 and Pf apPOL block -8.
Cc1ccc(S(=O)(=O)C(F)(F)F)cc1NC(=O)c1cccnc1 was read as mHTT CaM bind -5 and Pf apPOL block 0.
COc1c(/C=C2\OC(=O)c3c2cc(C)[nH]c3=O)ccc(Cl)c1Cl was read as mHTT CaM bind 5 and Pf apPOL block -21.
`C=CCn1c(SCC(=O)Nc2ccc(Cl)cc2)nnc1-c1cccs1` gave mHTT CaM bind 1 and Pf apPOL block -8.
`CCn1c(SC)nnc1-c1nn(C)c2c1CN(C(=O)C(C)C)CC2` gave mHTT CaM bind 5 and Pf apPOL block -2.
For Cc1ccc(C)c(NC(=O)Cn2ccc3c(=O)[nH]ccc32)c1 the results were mHTT CaM bind -4 and Pf apPOL block 9.
Screening Cc1ccc(CNC(=O)C2(C)CCCN(C(=O)Nc3ccc(Cl)cc3)C2)cc1 (centres undefined) returned mHTT CaM bind -10 and Pf apPOL block 7.
For COCc1nn(CC2CC2)c2c1CN(C(=O)C1CCCC1)CC2 the results were mHTT CaM bind 3 and Pf apPOL block 3.
Screening Cc1ccc(-c2csc(/C(C#N)=C/Nc3ccc([N+](=O)[O-])cc3)n2)c(C)c1 returned mHTT CaM bind -2 and Pf apPOL block -8.
`CC(C)(C)C(=O)Nc1ccc2ncnc(N3CCCC3)c2c1` gave mHTT CaM bind 1 and Pf apPOL block -1.
`COc1ccc(O)c(C(=O)CC(=O)c2cccc(C)c2)c1` gave mHTT CaM bind 59* and Pf apPOL block -1.
Screening CC1CCc2c(sc(NC(=O)CCc3ccccc3)c2C(N)=O)C1 (centres undefined) returned mHTT CaM bind 2 and Pf apPOL block 4.
For COc1ccc(C)cc1NS(=O)(=O)CC(C)C the results were mHTT CaM bind 6 and Pf apPOL block -4.
For Brc1ccccc1-c1cn2ccccc2n1 the results were mHTT CaM bind 5 and Pf apPOL block 4.
For CC1=C(C(=O)N2CCN(c3cccc(C(F)(F)F)c3)CC2)C2(CCC(C)CC2)OC1=O (centres undefined) the results were mHTT CaM bind 50 and Pf apPOL block 0.
Screening O=C(COc1ccccc1)NC1CC(O)C(CO)C1 (centres undefined) returned mHTT CaM bind 1 and Pf apPOL block -2.
`CN(CC(=O)N1CCC(Cc2ccccc2)CC1)S(=O)(=O)c1ccc(Br)cc1` gave mHTT CaM bind -2 and Pf apPOL block 0.
Screening CC(=O)Nc1ccccc1C(=O)C(=O)Nc1ccc(Cl)cc1Cl returned mHTT CaM bind 6 and Pf apPOL block -4.
`CC(O)(CNC(=O)C12CC3CC(CC(C3)C1)C2)c1ccccc1` (centres undefined) gave mHTT CaM bind -2 and Pf apPOL block -4.
For CC1Cc2nc(SCC(=O)N3CCCCC3)n(Cc3ccccc3)c(=O)c2S1 (centres undefined) the results were mHTT CaM bind 9 and Pf apPOL block 0.
Screening COCC(C)(O)CNC(=O)C1CC(=O)N(c2cccc(OC)c2)C1 (centres undefined) returned mHTT CaM bind -14 and Pf apPOL block -1.
`CCOc1ccc(NC(=O)Cc2ccccc2[N+](=O)[O-])cc1` gave mHTT CaM bind 3 and Pf apPOL block 5.
For O=C(NCc1ccccc1F)c1ccc2c(=O)n3c(nc2c1)SCCC3 the results were mHTT CaM bind -6 and Pf apPOL block -7.
Screening CC(C)C1C(=O)C(C)(C)C(=O)OC1c1ccc(Cl)cc1Cl (centres undefined) returned mHTT CaM bind -7 and Pf apPOL block -2.
For CC(C)(C)NC(=O)c1nn2c(c1Br)NC(c1cccs1)CC2C(F)(F)F (centres undefined) the results were mHTT CaM bind 4 and Pf apPOL block -5.
Screening O=C(Nc1ccc(F)cc1F)c1noc2c1CCCCC2 returned mHTT CaM bind -17 and Pf apPOL block -6.
`O=C(Nc1nnc(Cc2ccccc2F)s1)c1ccc(F)cc1` gave mHTT CaM bind 6 and Pf apPOL block -2.
Screening Cc1ccc(S(=O)(=O)NCCOc2nc(NC(C)C)nc(NC(C)C)n2)cc1 returned mHTT CaM bind 4 and Pf apPOL block 5.
Screening CNC(=O)c1cc2n(n1)CCCN(Cc1ccc(Cl)cc1)C2=O returned mHTT CaM bind -1 and Pf apPOL block -1.
CC1=Nc2cc(C(=O)NCCN3CCOCC3)ccc2Sc2ccc(Cl)cc21 was read as mHTT CaM bind 39 and Pf apPOL block -20.
O=C(CCN1C(=O)c2ccccc2C1=O)Nc1ccc(O)cc1C(=O)O was read as mHTT CaM bind -2 and Pf apPOL block 1.
`COc1cccc(C2(O)CC(C(F)(F)F)=NN2C(=O)c2ccccc2[N+](=O)[O-])c1` (centres undefined) gave mHTT CaM bind 14 and Pf apPOL block -1.
Screening Cc1cc(NS(=O)(=O)c2ccc(NC(=O)c3ccc(Cl)cc3Cl)cc2)no1 returned mHTT CaM bind -2 and Pf apPOL block 7.
`O=C1OC(c2ccccc2)=C/C1=C\N1CCOCC1` gave mHTT CaM bind 34 and Pf apPOL block -2.
Screening O[C@@H]1CN(Cc2cccs2)[C@@H](c2ccccc2)C[C@H]1n1cc(-c2ccc(F)cc2)nn1 returned mHTT CaM bind -3 and Pf apPOL block -4.
`COc1ccc(CC(C)N2CCN(c3ccccc3)CC2)cc1OC` (centres undefined) gave mHTT CaM bind 8 and Pf apPOL block 3.
COc1ccc(Br)cc1S(=O)(=O)NC(=O)/C=C/c1ccccc1Cc1ccc2ccccc2c1 was read as Pf apPOL block 2.
Screening O=C(Nc1nc(-c2ccc(Cl)cc2)cs1)c1cccnc1 returned mHTT CaM bind 1 and Pf apPOL block 2.
For O=C(NC1CC2CC1N(C(=O)c1ccc(OC(F)(F)F)cc1)C2)c1cccnc1 (centres undefined) the results were mHTT CaM bind -2 and Pf apPOL block -2.
Cc1cccc(OCCCC(=O)Nc2ccc3c(c2)OCCO3)c1 was read as mHTT CaM bind -3 and Pf apPOL block -8.
Screening CN1CCN(C(=O)c2ccc(Cl)cc2)CC1 returned mHTT CaM bind -2 and Pf apPOL block 1.
COc1nc(-c2ccccc2)c2cc(Cl)ccc2n1 was read as mHTT CaM bind -20 and Pf apPOL block -4.
COc1cc(OC)c(NC(=O)Cc2cccs2)cc1Cl was read as mHTT CaM bind -9 and Pf apPOL block -5.
`Cc1ccc(CC(=O)N2CCC(c3cc4n(n3)CCCNC4=O)CC2)cc1` gave mHTT CaM bind 3 and Pf apPOL block -6.
Cc1ccc(Cn2c(CO)cnc2SCC(=O)Nc2nc(C)cs2)cc1 was read as mHTT CaM bind 12 and Pf apPOL block -6.
Screening Cc1cc(F)ccc1NC(=O)c1nnn(-c2ccc(F)cc2)c1-c1cccnc1 returned mHTT CaM bind -5 and Pf apPOL block 1.
For CCn1c(N2CCCC(C(=O)NCc3ccc(OC)cc3OC)C2)cc(=O)n(C)c1=O (centres undefined) the results were mHTT CaM bind 12 and Pf apPOL block 2.
Cc1nc(-c2nnc(SCC(=O)c3ccccc3)o2)cs1 was read as Pf apPOL block -4&-13.
For CC(C)(C)OC(=O)N1CCCN(C(=O)C2=CN3C=C(C(F)(F)F)C=C(Cl)C3N2)CC1 (centres undefined) the results were Pf apPOL block 0.
O=C(Cc1cc(=O)[nH]c(SCC(=O)Nc2cccc(Cl)c2)n1)NCc1cccs1 was read as mHTT CaM bind -12 and Pf apPOL block -5.
`N#C/C(=C(/O)c1ccc(Cl)cc1)c1nc2ccccc2[nH]1` gave mHTT CaM bind -7 and Pf apPOL block -23.
`CCCN1CCN(C(=O)C2CCN(c3cncnc3N3CCOCC3)CC2)CC1` gave mHTT CaM bind -5 and Pf apPOL block -8.
`O=C(c1cccc(Cl)c1)N1N=C(C(F)(F)F)CC1(O)c1ccc(Cl)cc1` (centres undefined) gave mHTT CaM bind 76* and Pf apPOL block 12.
Screening C=CCSc1nnc(C)n1-c1ccc(OCc2ccccc2)cc1 returned Pf apPOL block -36&-44.
CC1CCCN(C(=O)Nc2ccc(F)cc2)C1 (centres undefined) was read as mHTT CaM bind -2 and Pf apPOL block -5.
`Cc1ccc(C)n1CCCC(=O)Nc1ccccc1F` gave mHTT CaM bind 49 and Pf apPOL block -5.
`Cc1cccc(N2CCN(C(=O)C3CCCC3)C(C)C2=O)c1C` (centres undefined) gave mHTT CaM bind -2 and Pf apPOL block -2.

A run of entries of the results above, for reference:
COc1cc(OC)c(NC(=O)Cc2cccs2)cc1Cl was read as mHTT CaM bind -9 and Pf apPOL block -5.
`Cc1ccc(CC(=O)N2CCC(c3cc4n(n3)CCCNC4=O)CC2)cc1` gave mHTT CaM bind 3 and Pf apPOL block -6.
Cc1ccc(Cn2c(CO)cnc2SCC(=O)Nc2nc(C)cs2)cc1 was read as mHTT CaM bind 12 and Pf apPOL block -6.
Screening Cc1cc(F)ccc1NC(=O)c1nnn(-c2ccc(F)cc2)c1-c1cccnc1 returned mHTT CaM bind -5 and Pf apPOL block 1.
For CCn1c(N2CCCC(C(=O)NCc3ccc(OC)cc3OC)C2)cc(=O)n(C)c1=O (centres undefined) the results were mHTT CaM bind 12 and Pf apPOL block 2.
Cc1nc(-c2nnc(SCC(=O)c3ccccc3)o2)cs1 was read as Pf apPOL block -4&-13.
For CC(C)(C)OC(=O)N1CCCN(C(=O)C2=CN3C=C(C(F)(F)F)C=C(Cl)C3N2)CC1 (centres undefined) the results were Pf apPOL block 0.
O=C(Cc1cc(=O)[nH]c(SCC(=O)Nc2cccc(Cl)c2)n1)NCc1cccs1 was read as mHTT CaM bind -12 and Pf apPOL block -5.
`N#C/C(=C(/O)c1ccc(Cl)cc1)c1nc2ccccc2[nH]1` gave mHTT CaM bind -7 and Pf apPOL block -23.
`CCCN1CCN(C(=O)C2CCN(c3cncnc3N3CCOCC3)CC2)CC1` gave mHTT CaM bind -5 and Pf apPOL block -8.
`O=C(c1cccc(Cl)c1)N1N=C(C(F)(F)F)CC1(O)c1ccc(Cl)cc1` (centres undefined) gave mHTT CaM bind 76* and Pf apPOL block 12.
Screening C=CCSc1nnc(C)n1-c1ccc(OCc2ccccc2)cc1 returned Pf apPOL block -36&-44.

The results go on:
For COc1cc2c(cc1OC)C(COc1ccc3c(C)cc(=O)oc3c1)N(C(=O)C(C)C)CC2 (centres undefined) the results were mHTT CaM bind -1 and Pf apPOL block -6.
CCN(CCCNC(=O)C1CC(=O)N(c2ccc(F)c(Cl)c2)C1)c1cccc(C)c1 (centres undefined) was read as mHTT CaM bind 26 and Pf apPOL block -2.
For CC(=O)Nc1nnc(SCC#N)s1 the results were Pf apPOL block -5.
Screening Nc1cc(C2CCN(S(=O)(=O)c3ccc(F)cc3F)CC2)no1 returned mHTT CaM bind 0 and Pf apPOL block 2.
Screening COc1ccc(C2C3=C(Nc4ncnn42)c2ccccc2OC3c2cccc(Cl)c2)cc1 (centres undefined) returned mHTT CaM bind 41 and Pf apPOL block -10.
Screening O=C(Nc1ccc2c(c1)OCO2)c1coc(=O)c2ccccc12 returned mHTT CaM bind 5 and Pf apPOL block 2.
CCOc1ccccc1C(=O)NCCSc1c[nH]c2ccccc12 was read as mHTT CaM bind 35 and Pf apPOL block -4.
CCOC(=O)c1c[nH]n2c(=O)c3c(nc12)CCC3 was read as Pf apPOL block -2.
CCNC(=O)c1cc2sccc2n1CC1CC1 was read as mHTT CaM bind -4 and Pf apPOL block -3.
`Cc1onc(-c2ccccc2)c1C(=O)Nc1ccc(I)cc1` gave mHTT CaM bind -4 and Pf apPOL block -4.
`Cc1ccccc1Cc1c(C)nc2nc(SCC(=O)NCCN3CCCCCC3)nn2c1C` gave mHTT CaM bind 13 and Pf apPOL block 0.
For NC(=O)NC1CCCCCCC1 the results were Pf apPOL block -8.
For CC1Cc2cc(C(=O)O)ccc2O1 (centres undefined) the results were mHTT CaM bind -4 and Pf apPOL block 2.
CN(CCCNC(=O)CC1CCN(C(=O)C2CCCCC2)CC1)C1CCCCC1 was read as mHTT CaM bind 6 and Pf apPOL block -9.
COc1ccc2nc(C(F)(F)Cl)c(C#N)c(N)c2c1 was read as mHTT CaM bind 0 and Pf apPOL block -3.
`COc1cccc(CC(=O)N2CCCC2c2cc(C(C)C)no2)c1` (centres undefined) gave mHTT CaM bind 5 and Pf apPOL block -5.
COc1cc(C2=NOC(C(=O)N3CCOCC3)C2)cc(OC)c1OC (centres undefined) was read as mHTT CaM bind 0 and Pf apPOL block -6.
Screening Cc1ccc(OCCNc2ccc(C(F)(F)F)cc2[N+](=O)[O-])cc1C returned mHTT CaM bind 8 and Pf apPOL block -3.
Cc1ccc(C2CC(C(F)(F)F)n3ncc(C(=O)Nc4cccnc4)c3N2)cc1 (centres undefined) was read as mHTT CaM bind 29 and Pf apPOL block 8.
Screening COCCCNC(=O)c1cnn2c(C)c(Cc3c(C)cc(C)cc3C)c(C)nc12 returned mHTT CaM bind 24 and Pf apPOL block -12.
`O=C(NCc1cccs1)C1CCN(c2cncnc2N2CCCC2)CC1` gave mHTT CaM bind 8 and Pf apPOL block 2.
For Cc1cccc(C)c1OCC(=O)NCc1ccccc1 the results were mHTT CaM bind -14 and Pf apPOL block -5.
`Cc1cc(C)c(C(N)=O)c(=S)[nH]1` gave mHTT CaM bind -7.
For C[C@@H]1[C@H](c2ccccc2)OCCS(=O)(=O)N1Cc1cccc(C(F)(F)F)c1 the results were mHTT CaM bind 26 and Pf apPOL block -2.
`Cc1nccn1CCNC(=O)NCc1ccc(F)cc1` gave mHTT CaM bind -12 and Pf apPOL block -7.
`CC12C=CC3(CN(Cc4ccccc4)C(=O)C3C1C(=O)NCCc1ccc(Cl)cc1)O2` (centres undefined) gave mHTT CaM bind 8 and Pf apPOL block -4.
For O=C(NCCCN1CCCC1=O)c1cc2c(s1)CCN(C(=O)c1ccc(F)cc1)C2 the results were mHTT CaM bind 2 and Pf apPOL block -1.
CC(C)(C)OC(=O)N1CC2CC1C(=O)O2 (centres undefined) was read as mHTT CaM bind -2 and Pf apPOL block 1.
